# Screening results as filed in PubChem.
# KCNH2 3.1 block: blocks the human KCNH2 3.1 channel isoform; U2OS KCNH2 3.1, thallium flux FluxOr; hits give low values; activity change, % (tested at about 1.8 µM); 0.95% of 340,000 active; AID 720553;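 active = maximum activity change below -70%; inconclusive = maximum activity change from -70% to -50%; inactive = maximum activity change above -50%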;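 note: thallium influx rate constant from kinetic fluorescence after stimulation buffer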
#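 Thallium flux via FluxOr fluorescence (Red40 quencher, 45 min loading) in U2OS cells virally expressing the KCNH2 3.1 isoform (1.77 x 10^8 /mL virus, overnight at 37 C). Rate constants from 2-min kinetic reads post-stimulation, normalised to positive and negative controls.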
# hERG WT inh: inhibitors of human wildtype KCNH2 potassium channel | U2OS, BacMam KCNH2, thallium flux FluxOr; hits give low values | Q12809 | activity change, % at 1.84 µM | 0.37% of 340,000 active;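 active = maximum activity change below -70%; inconclusive = maximum activity change between -70% and -50%; inactive = maximum activity change above -50%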
#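 U2OS cells transduced with wild-type KCNH2 virus are loaded with FluxOr dye for 45 min, and thallium flux is measured in kinetic reads before and after stimulation buffer. Rate constants are normalized to DMSO controls.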
# PKM2 activator: PKM2 (human) enzyme activation. 0.34% of 260,000 active. AID 1631. Potency, µM (series often up to 57.5 µM), for inactives: at the highest dose activation, actives largely listed as activators. purified PKM2, Kinase-Glo ATP luminescence, activation; response scale: 0% is enzyme alone, no compound. P14618; note: potency is the fitted concentration of half-maximal effect; nearly all actives have a fitted effect of over 55% in size
#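 Purified hPK-M2 (>95%) run at intermediate activity with 0.1 mM ADP and 0.5 mM PEP in 50 mM imidazole pH 7.2, KCl, MgCl2; 1 h room temperature. ATP formed read by Kinase-Glo luminescence; normalized to uninhibited and no-enzyme controls.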
# BCR signal inh: blocks chronic active B-cell receptor signaling; 0.05% of 340,000 active; AID 493014; Potency, µM (doses to about 46.1 µM), for the others: at the top dose ratio change, negative = lower green/red ratio, actives largely listed as inhibitors; ABC-DLBCL IkBa-CBG/CBR reporter, luminescence ratio, 4 h; active = well fitted inhibition curve with a large enough effect in the signal ratio, with a control signal flat, not every such curve was filed as active; inconclusive = small, poorly fitted or top-dose-only effect, or effect the other way, or a change in a side signal; the % refers to the signal ratio;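 note: potency is the fitted concentration of half-maximal effect; plate controls were basal doxycycline-induced cells for no effect and cells given 10 µM MG132 for full effect; MG132 reads +100%, hits lower the ratio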
#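 Concentration-response series (up to 46 uM) were applied to TMD8 dual-reporter cells for 4 h at 37C with doxycycline. Green/red ratio, after filter-overlap correction, defined %Activity; red signal alone was normalised to basal cells and zero luminescence.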
# FBPA coupling cs: counter-screen for Giardia aldolase inhibitors: coupling enzyme system; coupling enzyme system counterscreen, AmpLite Red fluorescence; activity change, negative = inhibition, % at 58.2 µM, hits read low; 0.67% of 290,000 active; AID 2472; in the data active = activity change below about -30%
#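 First, compound is pin-transferred into glyceraldehyde-3-phosphate coupling-enzyme reagent at 57.5 uM final and held 10 min at RT. Next, substrate, coupling system and AmpLite Red are added. After 20 min RT, fluorescence (525/598 nm) is read.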
# B2AR arrestin: agonists driving beta-arrestin recruitment to human beta2-adrenergic receptor | beta-arrestin recruitment to beta2AR, cell-based reporter | 0.02% of 330,000 active | Potency, µM (series often up to 46.1 µM), for the others: at the highest dose activation, hits mostly activators | P07550;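 note: potency is the fitted concentration of half-maximal effect; 0% = DMSO controls and full agonism = EC100 isoproterenol or metaproterenol; nearly all actives have a fitted effect of over 65% in size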
# Eya2 inh: blocks the phosphatase activity of human Eya2 | 0.006% of 330,000 active | Potency, µM (titrated, usually from 76.9 µM), without a hit: at the highest dose activity, negative = inhibition, most hits filed as inhibitors | AID 488837 | recombinant Eya2, OMFP fluorescence dephosphorylation (OMFP is methylfluorescein phosphate) | O00167; note: potency is the fitted concentration of half-maximal effect
# Target sequence (O00167 whole entry, looked up): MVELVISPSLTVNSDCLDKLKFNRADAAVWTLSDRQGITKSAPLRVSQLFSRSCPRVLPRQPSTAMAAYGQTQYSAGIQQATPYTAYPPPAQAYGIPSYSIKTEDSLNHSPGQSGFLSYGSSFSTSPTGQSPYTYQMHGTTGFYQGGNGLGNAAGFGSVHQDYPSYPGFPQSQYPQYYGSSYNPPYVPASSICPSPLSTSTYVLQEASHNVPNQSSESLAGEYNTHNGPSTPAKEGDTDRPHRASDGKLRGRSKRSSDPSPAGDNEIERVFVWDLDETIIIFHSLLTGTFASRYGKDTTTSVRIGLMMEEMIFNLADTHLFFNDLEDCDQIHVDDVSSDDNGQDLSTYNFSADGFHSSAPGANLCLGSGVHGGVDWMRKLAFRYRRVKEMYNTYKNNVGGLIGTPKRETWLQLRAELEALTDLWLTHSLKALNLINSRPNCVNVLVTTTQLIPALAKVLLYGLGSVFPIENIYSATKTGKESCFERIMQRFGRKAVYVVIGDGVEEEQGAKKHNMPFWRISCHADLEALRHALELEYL
#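 Eya2 (0.2 uM) preincubated 10 min at ambient with compound, then OMFP substrate added at 50 uM; 10 min reaction in 50 mM HEPES pH 7.5, 50 mM NaCl, 5 uM MgCl2, 0.05% BSA, 1 mM DTT. Fluorescence read at Ex 485/Em 525 nm.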
# Giardia kill: kills Giardia lamblia | activity change, % at 7.66 µM, hits read low | AID 540267 | 0.15% of 340,000 active | Giardia lamblia trophozoite viability; in the data active = activity change below about -80%; inconclusive = between about -30% and that limit;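 note: parasites exposed to compound for two days anaerobically before the ATP read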
#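 Luminescence from cellular ATP indicates surviving trophozoites (100 cells/well) following 48 hrs anaerobic compound treatment at 37 deg C; signal develops 15-30 min at room temperature.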
# USP2a block: USP2a (human) protease inhibition; O75604; USP2 core, Ub-CHOP2 coupled fluorogenic reporter, 485/531; Potency, µM (top dose mostly 38.3 µM), for the others: top-dose activity change, negative = inhibition, usual class: inhibitors; 0.01% of 330,000 active; AID 463254;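 note: potency is the fitted concentration of half-maximal effect; plate controls were DMSO wells for no effect and full inhibition by NEM control for full effect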
# Target sequence (O75604 whole entry, looked up): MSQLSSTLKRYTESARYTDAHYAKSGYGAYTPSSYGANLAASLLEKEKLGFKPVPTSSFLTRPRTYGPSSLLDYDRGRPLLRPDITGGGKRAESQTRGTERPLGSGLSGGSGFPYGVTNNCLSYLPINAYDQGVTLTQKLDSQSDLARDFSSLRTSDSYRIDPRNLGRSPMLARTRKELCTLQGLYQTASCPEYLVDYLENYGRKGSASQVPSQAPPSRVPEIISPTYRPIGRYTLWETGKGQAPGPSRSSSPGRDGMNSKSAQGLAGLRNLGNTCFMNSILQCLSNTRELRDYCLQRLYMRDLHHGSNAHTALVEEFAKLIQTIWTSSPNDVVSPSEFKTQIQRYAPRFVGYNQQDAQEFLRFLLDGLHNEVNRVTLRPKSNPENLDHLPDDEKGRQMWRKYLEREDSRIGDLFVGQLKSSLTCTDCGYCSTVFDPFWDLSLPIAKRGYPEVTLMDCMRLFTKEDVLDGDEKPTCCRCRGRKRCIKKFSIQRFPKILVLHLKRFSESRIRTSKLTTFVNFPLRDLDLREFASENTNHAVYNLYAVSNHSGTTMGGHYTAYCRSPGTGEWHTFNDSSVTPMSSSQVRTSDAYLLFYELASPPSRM
#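 USP2 core (10nM final) preincubated 30min RT with compound in 20mM Tris-HCl pH 8.0, 2mM CaCl2, 2mM beta-mercaptoethanol, 0.05% CHAPS; 25nM Ub-CHOP2 plus 25nM reporter substrate added, fluorescence (Ex485/Em531) read after 60min.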
# uPA generation: inhibitors of cell surface uPA generation; cell surface uPA generation assay, qHTS; Potency, µM (titrated, usually from 38.3 µM), for inactives: at the top dose activity change, negative = inhibition, usual class: inhibitors; 0.31% of 330,000 active; active = well fitted inhibition curve with a large enough effect; inconclusive = small, poorly fitted or top-dose-only effect; inactive = no such curve, though single readings can be large or run the other way; tested in mouse RAW 264.7 cells; note: potency is the fitted concentration of half-maximal effect; nearly all actives have a fitted effect of over 55% in size
# GALK inhibitor: galactokinase (human) inhibition | P51570 | Purified GALK, Kinase-Glo residual ATP luminescence | Potency, µM (series often up to 57.5 µM), without a hit: top-dose activity change, negative = inhibition, hits mostly inhibitors | 0.007% of 270,000 active | AID 1868; note: potency is the fitted concentration of half-maximal effect
#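 Compounds were pin-transferred into ATP buffer (35 uM final), then GALK plus galactose (5 nM, 100 uM final) was added. After 1 h at room temperature, Kinase-Glo Plus was added and luminescence read after 10 min.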
# * hit, by the source's call; ? = inconclusive; nt = no result given; & = joins results of further samples; [ ] = another dose, or the depositor's remark. Unless noted, calls come from the whole dose curve; as a rule, active = well fitted curve in the direction sought with a large enough effect; inconclusive = small, poorly fitted or top-dose-only effect, or another doubt; inactive = no such curve, though single readings can be large; an effect the other way counts as inactive or inconclusive. Unless noted, % is set by controls: 0 for no effect and ±100 for the full control effect.
SMILES,KCNH2 3.1 block,hERG WT inh,PKM2 activator,BCR signal inh,FBPA coupling cs,B2AR arrestin,Eya2 inh,Giardia kill,USP2a block,uPA generation,GALK inhibitor
CC(C)(C)C(=O)Nc1ccnn1C1CCN(C(=O)c2ccc(Cl)cc2F)CC1,1.3,21.5,13.2%,6.5%,nt,-0.7%,11.1%,-9.3,0.4%,-15.9%,8.3%
CCOC(=O)c1oc2cc(C)cc(O)c2c(=O)c1-c1csc(C)n1,8.0,5.5,1.9%,?,0.1,0.5%,-6.0%,3.0,-0.6%,1.0%,-2.2%
Cc1ccc(S(=O)(=O)/N=C(\CN2CCCCC2)N2CCOCC2)cc1,2.4,-1.8,-2.1%,2.3%,-1.5,0.5%,-0.1%,-3.5,3.9%,-5.7%,-1.8%
Clc1c(CSc2nc3ccccc3o2)nc2ccccn12,-7.8,0.6,2.3%,?,2.3,-0.2%,-11.4%,11.6,-0.7%,10.8%,0.6%
CCC1=C(OC(=O)N(CC)CC)N2C(=O)OC(=NCC(=O)OC)[C@]2(C)[C@H]2C1=CC[C@H]1C(=O)N(CC)C(=O)[C@H]12,1.9,-2.5,-7.4%&-1.2%,4.8%,1.0&1.2,-0.5%,-0.4%,?,-10.1%,-2.0%,-3.9%
CCOc1ccc2[nH]c3c(N4CCc5ccccc5C4)ncnc3c2c1,-1.1,-1.0,5.3%,?,-1.6,-0.6%,-8.6%,7.2,7.0%,-14.4%,-2.9%
O=C(Nc1ccc(F)cc1F)c1cncc(Br)c1,nt,-16.7,-2.3%,7.5%,2.1,-0.3%,1.3%,-10.0,4.1%,-0.2%,9.0%
O=c1c2ccccc2oc2ncccc12,-9.0,-6.5,-0.7%,2.4%,1.0,0.1%,8.5%,4.6,-0.3%,-1.2%,-0.1%
O=C(COc1ccc(C(=S)N2CCOCC2)cc1)N1CCOCC1,-2.6,1.1,0.0%,0.7%,1.2,-1.0%,-12.2%,-9.1,-0.1%,15.1%,-0.3%
CC(C)c1ccc(OCc2cccc(C(=O)N/N=C/c3cccnc3)c2)cc1,-5.8,0.5,0.6%,?,1.1,-2.2%,-10.1%,-5.2,-0.2%,-13.2%,1.5%
CC(=O)Oc1ccc(C(=O)N2c3ccccc3NC(=O)C2C)cc1 (stereo not given),-3.0,-0.9,nt,-15.0%,0.7,0.1%,2.7%,-4.4,0.4%,12.7%,-0.7%
O=C(Nc1ccc(F)cc1)c1ccc2nsnc2c1,12.3,4.2,5.1%,?,-5.4,-0.3%,5.9%,-6.6,0.2%,-3.3%,-1.0%
COc1ccc(NC(=O)CN2CCN(CC(=O)Nc3ccc(OC)cc3)CC2)cc1,-107.8*,-91.9*,-11.2%[11.5 µM],0.7%,2.1,4.1%,10.3%,-12.8,1.2%,9.7%,-3.8%
CC(C)(C)c1cc(CCC(=O)NCCc2ccccn2)cc(C(C)(C)C)c1O,2.7,-31.2,0.3%,-1.0%,-3.3,0.2%,-3.6%,0.5,-0.6%,-1.3%,-0.8%
Cc1ccc(C(=O)Nc2cc(Cl)ccc2-n2cncn2)o1,3.5,-9.7,nt,0.2%,nt,-1.1%,9.7%,24.3,1.7%,-4.1%,nt
Cc1nn(CC(=O)Nc2ccccc2)c(=O)c2ccccc12,3.7,-4.1,-18.8%,-0.6%,3.4,-0.1%,1.8%,-12.9,0.6%,5.7%,-0.7%
CCOC(=O)C1CCN(c2ncnc3c2cnn3C)CC1,0.3,5.4,nt,-1.9%,-0.1,0.3%,-5.5%,-18.5,-2.0%,0.7%,2.4%
CSc1nnc(NC(=O)c2ccc(S(=O)(=O)N3CCOCC3)cc2)s1,-3.1,-12.2,2.4%,-0.2%,-0.7,-0.3%,-5.7%,-11.4,4.9%,-2.5%,-2.8%
CN1CCN(C(=S)NC(=O)c2ccc(Br)cc2)CC1,3.5,5.2,-6.0%,?,1.9,?,0.7%,-15.4,-1.0%,0.0%,-2.3%
COc1ccccc1NC(=O)/C(=C/c1ccncc1)NC(=O)c1ccccc1,0.4,-13.1,-0.8%,-9.6%,3.3,-0.4%,0.1%,6.8,2.2%,2.6%,-2.3%
Cc1cc(Cl)ccc1N(CC(=O)N=Nc1c(O)[nH]c2ccccc12)S(C)(=O)=O,-13.0,-3.8,-0.4%,?,6.3,2.7%,6.1%,-6.3,-2.3%,nt,-2.0%
CNC(=O)NC(=O)CSc1ccc(NC(C)=O)cc1,26.0,3.2,-1.3%,-2.4%,-1.6,0.0%,-10.3%[15.4 µM],7.5,?,1.9%,1.0%
[O-][N+]12CC[N+]([O-])(CC1)c1ccccc12,-3.4,-2.3,-1.4%,-0.5%,0.1,-0.2%,-5.7%,2.3,2.4%,-0.7%,-1.6%
CCOC(=O)N1CCC(=NNC(N)=O)CC1,7.9,-2.7,5.2%,3.8%,3.9,0.0%,5.0%,12.8,-1.4%,-0.3%,-2.5%
CN(C)S(=O)(=O)c1ccc(C(=O)OCC(=O)c2ccc(OC(F)F)cc2OC(F)F)cc1,?,-28.5,1.7%,5.4%,-0.4,0.5%,-1.2%,-11.7,0.3%,6.1%,2.2%

# The listing continues.
SMILES,KCNH2 3.1 block,hERG WT inh,PKM2 activator,BCR signal inh,FBPA coupling cs,B2AR arrestin,Eya2 inh,Giardia kill,USP2a block,uPA generation,GALK inhibitor
COCCn1c(C)cc(C(=O)COC(=O)/C=C/c2cccc(OC)c2)c1C,7.0,-0.8,1.6%,2.3%,-1.1,-0.1%,?,-15.2,6.1%,0.5%,-2.2%
Cc1ccc2cc(CN(CC(C)C)C(=O)C3CCCO3)c(=O)[nH]c2c1 (stereo not given),0.1,-5.2,-13.6%,-9.2%,0.7,-0.1%,15.0%,8.3,0.4%,-0.3%,0.9%
COc1ccc(N2CCN(C(=O)c3ccc4c(c3)NC(=O)C(CSCc3cccc(F)c3)N4)CC2)cc1 (stereo not given),nt,nt,nt,?,nt,0.2%,-8.2%,nt,0.2%,nt,-1.3%
Cn1nc(-c2ccc(Cl)cc2)c2cc(C(=O)NCCCN3CCOCC3)sc21,-8.6,-0.1,-0.8%,2.5%,1.1,0.3%,-11.2%,-12.8,0.5%,-29.2%,1.1%
O=C(CCc1nnc2n(Cc3ccc(Cl)cc3)c(=O)c3ccccc3n12)NCCCN1CCOCC1,3.9,5.5,nt,-1.6%,1.3,-0.3%,-1.2%,-5.2,0.0%,1.9%,-0.8%
Cc1onc(-c2ccccc2)c1C(=O)N(Cc1ccco1)Cc1cccs1,-1.5,-10.4,11.9%,-12.6%,-34.7*,0.1%,-2.6%,1.6,-7.9%,-6.2%,7.4%
CCC(=O)Nc1nc(N)n(-c2ccccc2)n1,21.8,-7.9,3.8%,5.7%,-0.2,0.5%,-4.9%,-4.2,2.9%,0.4%,-2.7%
O=C(NCCc1ccccc1)C1CC(=O)N(C2CCCC2)C1 (stereo not given),-30.8,-5.5,-3.2%,5.2%,3.2,0.0%,10.3%,-4.2,3.0%,0.4%,-0.6%
COc1ccc(C(=O)NNC(=O)c2cnccn2)cc1[N+](=O)[O-],-2.3,-1.4,5.3%,8.4%,0.9,0.2%,19.0%,2.6,6.3%,-3.9%,2.3%
COc1ccc(N(CC(=O)Nc2ccc(F)c(F)c2)S(=O)(=O)c2c(C)[nH]c(=O)[nH]c2=O)cc1,27.8,10.4,nt,2.5%,nt,0.1%,-14.2%,7.7,-2.6%,1.6%,3.6%
CN(CC(=O)Nc1ccccc1C(F)(F)F)C(=O)CSc1nnc(N)s1,-7.8,-16.1,nt,-6.2%,nt,-1.0%,7.6%,-24.1,0.8%,0.9%,nt
COc1ccccc1N=Nc1[nH]c2ccc(C)cc2c1O,-5.5,-1.9,9.4%,?,-0.7,-1.0%,-4.7%,-11.4,1.8%,0.4%,0.6%
O=S(=O)(Cc1ccccc1)N1CCCc2ccccc21,nt,-20.4,-1.6%,12.9%,-8.1,4.2%,1.0%,15.6,-0.1%,0.3%,0.5%
COc1cc(C2NC(=O)NC(C)=C2C(=O)OC(C)(C)C)ccc1OCC(N)=O (stereo not given),nt,0.8,-11.8%,-14.3%,0.3,0.0%,-34.8%,-5.6,2.2%,-0.9%,-2.6%
COc1ccc(/C=C/C(=O)c2cc(Cl)cc(Cl)c2O)c(OC)c1,-2.9,-12.9,4.4%,0.9%,-0.9,-1.0%,3.6%,12.8,5.7%,0.7%,nt
COc1ccc(/C=N/Nc2nc(NCc3ccco3)nc(Nc3ccc(OC)cc3)n2)cc1,-92.8*,-4.1,-11.2%,1.4%,-0.4,-1.0%,-0.2%,14.0,-0.7%,-3.0%,-0.2%
CCOc1ccc(C2C(C#N)=C(N)Oc3cc(C)n(Cc4ccco4)c(=O)c32)cc1OC (stereo not given),-1.2,1.4,27.9%,?,5.2,-0.3%,-20.6%,-7.6,2.0%,4.6%,-0.3%
O=C(C1CCN(Cc2ccc(Cl)cc2)CC1)N1CCN(Cc2ccc3c(c2)OCO3)CC1,-21.3,40.4,-15.3%,-0.5%,nt,0.4%,-12.6%,0.3,1.3%,-16.6%,6.6%
O=C(/C=C/c1cccc([N+](=O)[O-])c1)n1cnc2ccccc21,-16.2,-13.2,-6.0%,?,1.4,0.3%,8.6%,-11.3,0.0%,-9.7%,-0.2%
